Abeta yeast res = compounds reversing amyloid beta toxicity in yeast; yeast expressing A-beta42, growth rescue, OD600, 48 h; response scale: 0% DMSO, 100% iron-clioquinol control; Potency, µM (doses to about 46.1 µM), for the others: at the highest dose growth rescue, most hits filed as activators; actives 0.063% (n = 410,000); AID 1347071; also: potency is read from the fitted curve at half-maximal effect; nearly all actives have a fitted effect of over 55% in size
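Growth rescue measured by 600 nm absorbance after 48 h yeast culture at 30 C with compound. Values normalized between DMSO and an equimolar ferric chloride plus clioquinol control.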
HEK293 tox = cytotoxic in the GLP-1 receptor inverse agonist counter-screen | HEK293 cAMP-luciferase reporter cells, luminescence, 24 h | actives 0.13% (n = 410,000) | Potency, µM (doses to about 38.3 µM), inactives show top-dose activity change, negative = inhibition, most hits filed as inhibitors | AID 624418;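 also: loss of luciferase light is scored as toxicity; potency is read from the fitted curve at half-maximal effect; % is scaled to controls: 0 for no effect and ±100 for the full control effect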
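Luminescence readout: signal drop marks cytotoxicity. Plated cells grew 12 h at 37 °C, 5% CO2, received 23 nL compound for 24 h, then got luciferase reagent, read after 12 min at RT.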
Akt phos inh = Akt phosphorylation inhibition. Neuro2A IGF-stimulated pAkt S473 HTRF, 20 min; hits give low values. activity change, % for hits at 50 µM. actives 0.32% (n = 360,000). AID 651550; in the data active = activity change below about -80%; inconclusive = mostly about -51% to -80%; also: % is scaled to controls: 0 for no effect and ±100 for the full control effect
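Neuro2A cells in DMEM with 0.5% FBS, overnight at 37 deg C, given compound at single 50 µM final, then IGF (6 nM final) for 20 min at 37 deg C. Lysed; phospho-Akt Ser473 by HTRF after 24 h, 665/615 ratio.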
TDP43 rescue = inhibitors of TDP-43 toxicity in yeast; TDP-43 expressing yeast growth rescue, BacTiter-Glo, 24 h; Potency, µM (doses to about 46.1 µM), for the others: at the highest dose growth rescue (activation), actives largely listed as activators; actives 1.8% (n = 410,000); AID 652104; also: potency is read from the fitted curve at half-maximal effect; % of control where 0% means no effect; nearly all actives have a fitted effect of over 50% in size
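Galactose-induced TDP-43 yeast, OD600=0.02, compound pinned; 24 hr, 30 deg C; BacTiter-Glo luminescence for growth. Inhibitors of TDP-43 toxicity read as activators.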
FUS suppressor = suppressors of FUS proteinopathy in yeast. actives 0.24% (n = 390,000). Potency, µM (series often up to 76.6 µM), for inactives: top-dose growth rescue (activation), usual class: activators. S. cerevisiae FUS-expressing, growth rescue, OD600, 24 h;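 also: potency is read from the fitted curve at half-maximal effect; plate controls were DMSO vehicle for no effect and reference control for full effect; nearly all actives have a fitted effect of over 55% in size; some results filed as inactive show a strong effect at the top dose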
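Toxicity suppression screen in FUS-yeast. Cells induced with 2% galactose, starting OD 0.005, treated 24hr at 30C with compounds at multiple final concentrations; growth by OD600.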
PTHR1 agonist = agonists of human PTHR1 parathyroid hormone receptor; Q03431; HEK293 GP2 PTHR1 cells, GloSensor cAMP luminescence, 1 h; Potency, µM (titrated, usually from 115 µM), for the others: top-dose activation, most hits filed as activators; actives 0.075% (n = 410,000); AID 743266; also: potency is read from the fitted curve at half-maximal effect; nearly all actives have a fitted effect of over 55% in size; some results filed as inactive show a strong effect at the top dose; inactives centre near -15; many of its hits are not listed in these tables
Target sequence (Q03431 whole entry, looked up): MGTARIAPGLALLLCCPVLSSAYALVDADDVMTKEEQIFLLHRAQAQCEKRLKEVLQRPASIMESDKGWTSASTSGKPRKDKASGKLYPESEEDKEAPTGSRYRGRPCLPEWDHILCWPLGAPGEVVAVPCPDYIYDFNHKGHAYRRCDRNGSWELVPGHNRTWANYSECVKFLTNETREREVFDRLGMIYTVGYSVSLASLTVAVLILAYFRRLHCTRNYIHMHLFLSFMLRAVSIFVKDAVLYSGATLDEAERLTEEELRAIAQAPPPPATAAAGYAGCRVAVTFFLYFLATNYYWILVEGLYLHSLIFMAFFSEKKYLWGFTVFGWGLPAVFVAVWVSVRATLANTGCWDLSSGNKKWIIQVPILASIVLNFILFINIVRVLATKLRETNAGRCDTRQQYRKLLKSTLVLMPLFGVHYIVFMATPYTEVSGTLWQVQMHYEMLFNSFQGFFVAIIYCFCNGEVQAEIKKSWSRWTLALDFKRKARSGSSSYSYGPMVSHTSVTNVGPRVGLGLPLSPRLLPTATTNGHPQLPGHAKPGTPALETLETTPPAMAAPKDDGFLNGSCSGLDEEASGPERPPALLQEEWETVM
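HEK-293-derived GP2 cells expressing PTHR1 and a GloSensor cAMP reporter, 3,000/well, plated overnight, given luciferin plus IBMX (each 0.5 mM as added) for 1 h at 37 °C, then compound for 1 h at 37 °C. Luminescence was read after 15 min at room temperature.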
aSyn yeast inh = rescues yeast growth from alpha-synuclein toxicity; Yeast expressing alpha-synuclein, growth rescue, BacTiter-Glo, 24 h; Potency, µM (highest dose often 46.1 µM), for inactives: top-dose growth rescue (activation), actives largely listed as activators; actives 0.14% (n = 370,000); AID 652106; also: potency is read from the fitted curve at half-maximal effect; % of control where 0% means no effect; nearly all actives have a fitted effect of over 65% in size
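Readout is rescue of growth in alpha-synuclein-expressing yeast, so inhibitors of toxicity appear as activators. Growth after 24 hr at 30 deg C in galactose medium is quantified by luminescence.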
GLP1R inv ag = inverse agonists of human GLP-1 receptor; P43220; HEK293 GLP-1R CRE-luciferase, luminescence, 24 h; GLP-1R form is constitutively active; Potency, µM (highest dose often 38.3 µM), for inactives: top-dose activity change, negative = inhibition, hits mostly inhibitors; actives 1.6% (n = 410,000); AID 624417; also: potency is read from the fitted curve at half-maximal effect; % is scaled to controls: 0 for no effect and ±100 for the full control effect; nearly all actives have a fitted effect of over 55% in size
Target sequence (P43220 whole entry, looked up): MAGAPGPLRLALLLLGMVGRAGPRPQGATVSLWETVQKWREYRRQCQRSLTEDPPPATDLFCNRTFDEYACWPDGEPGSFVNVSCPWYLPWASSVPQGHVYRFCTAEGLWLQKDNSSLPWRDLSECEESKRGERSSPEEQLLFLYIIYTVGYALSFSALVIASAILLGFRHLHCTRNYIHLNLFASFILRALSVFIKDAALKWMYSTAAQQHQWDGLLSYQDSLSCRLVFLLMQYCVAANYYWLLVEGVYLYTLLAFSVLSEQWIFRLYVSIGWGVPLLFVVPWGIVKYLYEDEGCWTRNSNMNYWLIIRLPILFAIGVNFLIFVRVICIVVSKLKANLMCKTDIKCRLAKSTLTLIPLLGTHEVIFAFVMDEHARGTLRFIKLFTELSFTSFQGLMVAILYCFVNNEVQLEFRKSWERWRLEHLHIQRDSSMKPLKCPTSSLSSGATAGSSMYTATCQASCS
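Assay principle: reduced luminescence from a cAMP-responsive reporter in HEK293 cells co-expressing a constitutively active GLP-1R. Conditions: 24 hr compound incubation, 37 deg C, 5% CO2.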
Mm-Cpn inhibitor = M. maripaludis TRiC chaperonin inhibition | purified Mm-Cpn ATPase, ADP Transcreener TR-FRET | Potency, µM (series often up to 76.9 µM), without a hit: top-dose activity, negative = inhibition, most hits filed as inhibitors | actives 0.031% (n = 330,000) | AID 504842; also: potency is read from the fitted curve at half-maximal effect; % is scaled to controls: 0 for no effect and ±100 for the full control effect; nearly all actives have a fitted effect of over 80% in size
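Compound-treated chaperonin, 25 nM final, turns over 10 uM ATP at 37°C for 30 min following a 10 min preincubation; ADP generated competes with ADP-d2 for Eu-cryptate antibody, lowering FRET.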
Starred values were filed as active, the others as inactive; i = inactive; ? = inconclusive; / = not tested or not shown; & = joins results of further samples; [ ] = another dose, or the depositor's remark. Unless noted, calls follow the shape of the dose curve; as a rule, active = well fitted curve in the direction sought with a large enough effect; inconclusive = small, poorly fitted or top-dose-only effect, or another doubt; inactive = no such curve, though single readings can be large; an effect the other way counts as inactive or inconclusive. Not all compounds are listed; count on the stated rates, not on these rows.

SMILES | Abeta yeast res | HEK293 tox | Akt phos inh | TDP43 rescue | FUS suppressor | PTHR1 agonist | aSyn yeast inh | GLP1R inv ag | Mm-Cpn inhibitor
CC1CN(C(=O)c2ccccc2Sc2ccccc2C#N)CC(C)O1 (configuration not stated) | -9% | -6% | i | -7% | -18% | -2%[57.5 µM] | -2% | -2% | 0%
CC(=O)c1sc2nsc(SCCN3CCCCC3)c2c1N | 9% | 65%[activator] | i | -3%[1.82 µM] | 3% | -7% | 3% | -23% | -5%
COc1ccc(C(CNC(=O)c2cccc(Br)c2)N2CCCC2)cc1 (configuration not stated) | 16% | -26% | i | 0% | 16% | i | -4% | ? | -3%
COc1ccc(C(C(=O)NC(C)(C)C)N(Cc2ccc(C)cc2)C(=O)CCC(=O)Nc2cc(C)on2)cc1 (configuration not stated) | 0% | -4% | i | -12% | ? | -20% | 1% | ? | 1%
COc1cc(C(C)=O)ccc1OCC(=O)Nc1cc(S(=O)(=O)N2CCOCC2)ccc1N1CCCC1 | -7% | 6% | i | 0% | 14% | -52%[inhibitor] | 1% | 63%[activator] | /
COCCN1C(=O)N(c2ccc(Cl)cc2)C(=O)C1CC(=O)Nc1cc(OC)cc(OC)c1 (configuration not stated) | 7% | -7% | i | 10% | 10% | i | 0% | -7% | 2%
CC(C)N(Cc1nc(-c2ccccc2)no1)S(=O)(=O)c1ccccc1 | 1% | 13% | i | ? | 25% | -18% | 6% | ? | 2%
Cc1ccc(C)c(NC(=O)NNC(=O)c2cc3occc3[nH]2)c1 | 2% | -13% | i | 10% | -2% | -2% | 3% | 2% | -1%
COc1cc(NC(=O)c2cc(S(=O)(=O)N3CCc4ccccc43)cn2C)cc(OC)c1OC | 5%&-7% | -1%&0% | i | 4%&21% | 5%&-4% | -6% | -7% | -1%&0% | 0%
Cc1ccc(S(=O)(=O)N2CCC(C)CC2)cc1C(=O)NCc1ccccn1 | -4% | 0% | i | -27% | 10% | -80%[inhibitor] | 3% | -21% | 1%
Cn1ncc(N=Cc2ccccc2O)c1C(=O)N1CCOCC1 | 0% | -3% | i | 3% | -17% | -8% | 4% | 6% | 0%
O=C(c1nnc(Cc2ccc(Cl)cc2)o1)N1CCc2ccccc2C1 | 0% | 1% | i | 14% | 3% | -25% | -4% | -24% | 4%
Cc1cccc(NC(=O)C2CCN(S(=O)(=O)c3ccc4c(c3)OCCCO4)CC2)n1 | 3% | 3% | i | 8% | 3% | -34%[inhibitor] | 0% | -19% | 2%
CC1(C)Cc2c(sc(NC(=O)c3ccc(S(=O)(=O)N4CCCCCC4)cc3)c2C(N)=O)C(C)(C)N1 | -3% | -8% | i | 0% | 22% | -7% | -1% | ? | 3%
CCCCNC(=O)c1cn(CC)c2ccc(S(=O)(=O)N3CCCC3)cc2c1=O | 5% | -15% | i | 6% | 1% | -6% | 1% | 10% | -25%
CCOc1ccc(CCNC(=O)C2CCCN2C(=O)OCc2ccccc2)cc1OCC (configuration not stated) | 0% | 4% | i | 0% | 15% | i | -1% | 20% | -7%
O=C(c1cnc(N2CCN(c3ncccn3)CC2)c2ccccc12)N1CCN(c2ncccn2)CC1 | 18% | -16% | i | 12% | 22% | -13%[57.5 µM] | 13% | -24% | -2%
c1ccc(OC2CCCCC2N2CCOCC2)cc1 (configuration not stated) | 12% | 2% | i | 16% | -7% | i | 0% | -29% | /
CN(Cc1cn(C)nc1-c1ccc(Oc2ccccc2)cc1)C1CCOC1 (configuration not stated) | 13% | -7% | i | -10% | 12% | -8% | 8% | ? | 0%
CCNC(=O)CC1C(=O)N(c2ccccc2)C(=O)N1CCOC (configuration not stated) | -10% | -3% | i | -26% | 30% | -4% | -4% | 5% | 1%
CC(C)Nc1nc(NC(N)=S)nc(NC(C)C)n1 | -5% | 2% | i | 1% | / | i | -5% | 116%[activator] | 1%
O=C1C2C3CCC(C3)C2C(=O)N1Cc1ccco1 (configuration not stated) | 8% | -4% | i | 18% | / | i | 2% | 0% | 1%
Cn1c(=O)cc(N2CCOCC2)[nH]c1=O | -2% | 2% | i | 18% | -10% | i | -6% | 13% | 3%
Cc1ccc(N(Cc2cc3ccccc3[nH]c2=O)C(=O)c2cccc(Cl)c2)cc1 | -5% | 4% | / | 25% | -12% | -44% | / | -6% | /
O=C1CC(c2ccco2)=Nc2ccccc2N1 | -6% | -8% | i | -22% | -7% | i | 2% | 4% | -3%

Remaining list, next part.
SMILES | Abeta yeast res | HEK293 tox | Akt phos inh | TDP43 rescue | FUS suppressor | PTHR1 agonist | aSyn yeast inh | GLP1R inv ag | Mm-Cpn inhibitor
C(=NOCc1ccccc1)c1cccnc1 | ? | -4% | i | ? | -5% | i | -23% | -13% | /
S=C(NCCCCNC(=S)NCc1ccccc1)NCc1ccccc1 | -8% | 5% | i | -17% | 4% | i | -5% | ? | -1%
O=C(CCc1ccccc1)Nc1nn[nH]n1 | 13% | -1% | i | 22% | / | 2% | -3% | 19% | 1%
Cc1ccc(-n2c(=O)c3sccc3n(CC(=O)NCc3ccco3)c2=O)cc1F | 2% | -28% | i | -3% | 4% | -5%[57.5 µM] | -10% | -2% | -2%
Cc1ccc(N2NC3(CCN(C(N)=O)CC3)NC2=O)cc1 | 9% | -20% | i | -11% | 20% | i | 17% | ? | 2%
Cc1cc(-c2ccccc2)nc(N/N=C/c2ccccc2F)n1 | ? | ? | i | 1%[1.82 µM] | 20% | -76%[inhibitor] | -6% | ? | -9%
CCCCN1C(=O)C(CC(=O)NCC2CCCCC2)CC(C(=O)N(CC)CC)=C1C (configuration not stated) | -10% | 1% | i | 0% | 6% | -12% | -7% | -6% | /
CC(=O)N1CCc2c(sc3c2c(=O)n(Cc2ccccc2)c(=O)n3Cc2cc(C)ccc2C)C1 | 4% | -2% | / | 16% | -20% | -12% | / | -3% | /
CC1(C)CC(c2nc(-c3ccccc3)cs2)CCS1 (configuration not stated) | -11% | 0% | i | -21% | 11% | -39%[inhibitor] | -30%[inhibitor] | ? | -1%
CN(C)c1ccc(NC(=O)CSC2=Nc3ccccc3C3=NC(CC(=O)NCc4ccccc4)C(=O)N23)cc1 (configuration not stated) | -15% | -2% | / | -4% | -15% | 7% | / | 20% | /
Cc1ccc(C(=O)NC(C(=O)OCc2cn3cc(Cl)ccc3n2)C(C)C)cc1 (configuration not stated) | 17% | 5% | i | 13% | -1% | i | 10% | ? | 1%
O=C(COC(=O)CNC(=O)c1ccccc1)Nc1ccc(Cl)cn1 | -5% | -1% | i | -14% | 9% | i | 7% | 2% | ?
CCCCNS(=O)(=O)c1ccc2nc(-c3cccnc3)cc(C(=O)NC3CC3)c2c1 | 2% | -7% | i | 24% | 29% | -20% | 1% | 12% | 2%
COc1ccc(C(=O)N2CCc3ccccc32)cc1 | 13% | 12% | i | 19% | 18% | i | -4% | -6% | 2%
O=S(=O)(NCCc1ccccc1)c1ccccc1 | 11% | -6% | i | 12% | 0% | ? | 10% | ? | 1%
COCCCNC(=O)c1ccc2c(=O)n(CC3CCCO3)c(=S)[nH]c2c1 (configuration not stated) | 21% | 0% | i | -4% | 1% | ? | -2% | 1% | -2%
CCN(CC)CCNC(=O)c1ccc(Cl)c(S(=O)(=O)Nc2ccc(Cl)cc2)c1 | 1%&18% | -2%&-19% | i | 5%&-4% | 0%&6% | i | 0%&6% | ? | 1%
COC(=O)c1ccc(NC(=S)NCCc2ccc(OC)cc2)cc1 | -9% | 4% | i | -3%[0.397 µM] | 25% | -56%[inhibitor] | -3% | ? | 0%
O=C(NCCNC(=O)c1ccc(-c2cccc(Cl)c2)o1)c1cnccn1 | 8% | -1% | i | 26% | -1% | i | 5% | 42%[activator] | /
O=C(COc1ccc(Cl)cc1)Nc1ccc(Cc2ccncc2)cc1 | -13% | -6% | i | 8% | / | -43% | -3% | ? | -1%
Cc1nn(Cc2noc(C(=O)NCc3ccc(F)cc3)n2)c(C)c1Br | 1%&-2% | -6%[7.66 µM] | i | ? | 11%&-18% | -4% | 1% | -14%[7.66 µM] | -2%
O=C(O)CCN1C(=O)CC(N2C(=O)/C(=C/c3ccc(Cl)cc3)SC2=S)C1=O (configuration not stated) | 3% | -8% | i | -28% | / | -16% | 11% | 8% | 4%
Oc1c(Br)cc(C2N=C(c3ccccc3Cl)NO2)cc1Br (configuration not stated) | -32%[inhibitor] | -9% | i | -10% | -9% | -30%[inhibitor] | -5% | 1% | 0%
Cc1nn(CC(=O)Nc2ccccn2)c(C)c1[N+](=O)[O-] | 6% | 4% | / | -8% | 21% | i | -10% | -9% | 2%
C/C(N)=C(/C#N)C(=O)COC(=O)c1cccc(C)c1O | -3% | 0% | i | 11% | 5% | -9% | 1% | -10% | -6%
COc1cc(N2C(=O)c3ccccc3C2=O)c(Cl)cc1C(=O)OCC(=O)N(C)C | -5% | 6% | i | 4% | 21% | i | 1% | 15% | -1%

Shown with two lines to a compound: part of the list above.
Values run as follows: Abeta yeast res | HEK293 tox | Akt phos inh | TDP43 rescue | FUS suppressor | PTHR1 agonist | aSyn yeast inh | GLP1R inv ag | Mm-Cpn inhibitor
> CCCCN1C(=O)C(CC(=O)NCC2CCCCC2)CC(C(=O)N(CC)CC)=C1C (configuration not stated)
    -10% | 1% | i | 0% | 6% | -12% | -7% | -6% | /
> CC(=O)N1CCc2c(sc3c2c(=O)n(Cc2ccccc2)c(=O)n3Cc2cc(C)ccc2C)C1
    4% | -2% | / | 16% | -20% | -12% | / | -3% | /
> CC1(C)CC(c2nc(-c3ccccc3)cs2)CCS1 (configuration not stated)
    -11% | 0% | i | -21% | 11% | -39%[inhibitor] | -30%[inhibitor] | ? | -1%
